Screens as filed in PubChem.
AID inhibitor: Primary qHTS assay for inhibitors of Activation Induced Cytidine Deaminase (AID): AID signal; hit rate 0.32% among 91,000; Single-stranded DNA cytosine deaminase (Homo sapiens), Q9GZX7; AID 1347428, 2020; AID deamination FRET fluorescence, UDG-coupled, 4 h; Potency, µM (highest dose often 115 µM), for inactives: top-dose activity change, negative = inhibition, hits mostly inhibitors; further: nearly all actives have a fitted effect of over 25% in size
Target sequence (Q9GZX7 whole entry, looked up): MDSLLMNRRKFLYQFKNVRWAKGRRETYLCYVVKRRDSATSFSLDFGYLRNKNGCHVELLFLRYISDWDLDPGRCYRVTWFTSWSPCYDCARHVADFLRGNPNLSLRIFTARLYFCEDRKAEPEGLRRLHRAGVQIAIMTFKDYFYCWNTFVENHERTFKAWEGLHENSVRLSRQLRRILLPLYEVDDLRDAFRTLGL
UDG counter: Primary qHTS assay for inhibitors of Activation Induced Cytidine Deaminase (AID): UDG Counterscreen signal; FRET deamination/UDG coupled assay, UDG read, 4 h; Potency, µM (doses to about 115 µM), inactives show at the top dose activity change, negative = inhibition, most hits filed as inhibitors; hit rate 0.14% among 91,000; further: nearly all actives have a fitted effect of over 65% in size
The depositor's hits bear a star; ? = inconclusive; & = joins results of further samples; ! = not active in a repeat; [ ] = remark or other dose. The call rests on the fitted dose curve; in most records, active means well fitted curve in the direction sought with a large enough effect; inconclusive means small, poorly fitted or top-dose-only effect, or another doubt; inactive means no such curve, though single readings can be large; an effect the other way counts as inactive or inconclusive. On the % scale 0 is the no-effect control and ±100 the full control effect; potency means the concentration at half of the fitted maximal effect. The list is partial; the hit share may differ from the screen's.

SMILES	AID inhibitor	UDG counter
Cc1ccc(-c2cn3nc(N4CCC(C(=O)Nc5ccccc5C)CC4)sc3n2)cc1	-1%	-25%
Cc1ccc(NC(=S)NCCc2ccc(F)cc2)cc1C	10%	5%
CC/C=C(/C)C(=O)NCc1ccc(C(=O)NC(C)CC)cc1 (centres undefined)	-5%	-12%
CN(Cc1ccccc1)C1CCN(Cc2ccccc2Cl)CC1	?	-13%
O=S(=O)(CCSc1nnnn1C1CC1)c1cc(Cl)ccc1Cl	-8%	-6%
CCC(CC)NC(=O)c1cccc(F)c1	5%	6%
CC(C)(C)OC(=O)N1CCC(c2c(C(=O)Nc3ccc4c(c3)OCO4)cnn2-c2ccccc2)CC1	109%[activator]	3%
CCCCCCCCOC(=O)/C(C#N)=C/c1ccc(-c2cccc(C(F)(F)F)c2)o1	1%	-8%
O=C1/C(=C\c2ccccc2)CCc2ccccc21	-12%	4%
Cc1ccc(C)c(N2CCN(Cc3nnc(-c4ccc5c(c4)OCO5)o3)CC2)c1	-26%	-18%
Cc1ccc2occ(CC(=O)N3CCN(c4cccc(Cl)c4)CC3)c2c1	?	-16%
CC(C)NC[C@H](O)c1ccc(O)c(O)c1	79µM*!	-9%&-7%
CCOc1ccc(NC(=O)CCc2c[nH]c3ccccc23)cc1	-1%	-2%
CCNC(=S)N/N=C/c1c(F)cccc1F	-2%	2%
CC1CCCN(S(=O)(=O)c2cc3c(cc2Cl)NC(=O)CO3)C1 (centres undefined)	3%	2%
O=C(c1ccco1)N(CCc1ccccc1)Cc1cccs1	-11%	-14%
Cc1cc(OCC(=O)NCCCN2CCCC2=O)c2c(C)c(C)c(=O)oc2c1	-5%	-1%
CC(C)(C)c1ccc(C2C(C(=O)c3cccs3)=C(O)C(=O)N2c2nncs2)cc1 (centres undefined)	?	-4%
C=CCc1cc(C)ccc1OCCNC(C)C	-11%	-5%
CCCC1C(c2ccccc2)NC(c2ccccc2)CC1(O)Cc1ccccc1 (centres undefined)	-10%	-15%
CCOC(=O)CSc1nnc2n(-c3ccccc3)c(=O)c3c4c(sc3n12)CC(C(C)(C)C)CC4 (centres undefined)	?	-1%
Cc1ccc(-c2nc(-c3ccc(F)cc3)no2)cc1	-6%	-4%
CCOC(=O)c1c(NC(=O)/C=C/c2ccc(OCC)cc2)sc(C)c1C	?	3%
Cc1oc(-c2ccc(Cl)cc2)nc1CSc1nnc(C)n2c1cc1sccc12	6%	10%
O=C(NCC#Cc1ccccc1)c1cnc(-c2ccccc2)nc1	11%	2%
CC(NC(=O)C1CCCC1)C(=O)NC(C)(C)C (centres undefined)	-2%	4%
Cc1ccc(CN(c2ccc(C(=O)NC3CC3)cc2)S(C)(=O)=O)cc1	-9%	33%[activator]
O=C(c1cc2ccccc2oc1=O)N1CCN(C23CC4CC(CC(C4)C2)C3)CC1	-1%	6%
CCS(=O)(=O)c1ccccc1C(=O)Nc1ccc(-c2nc3ccccc3s2)cc1	1%	-6%
CN(C(=O)CSc1nc2ccc(NC(=O)c3cccs3)cc2s1)c1ccccc1	-13%	25%
COCCCn1c(=O)c2sccc2n2c(CCCC(=O)NC3CCC(C)CC3)nnc12 (centres undefined)	0%	2%
CCOc1ccc(C(=O)NCCc2sc(-c3ccc(OC)c(OC)c3)nc2C)cc1	41%[activator]	3%
CC(C)C1N=C2c3ccccc3N=C(SCC(=O)NCc3ccc(Cl)cc3)N2C1=O (centres undefined)	-10%	-2%
CCc1ccc(C(=O)COc2c(C)cc(Br)cc2Cl)cc1	-6%	-4%
Cc1ccc(CNC(=O)CN2C(=O)C3CCCCN3c3ccc(C(=O)N4CCCC4)cc32)cc1 (centres undefined)	1%	11%
CCNC(=O)C1CCN(Cc2cc3ccccc3n2Cc2ccc(C)cc2)CC1	32%[activator]	-22%[57.5 µM]
CSc1ccc(CCNC(=O)Cn2ncc3c([nH]c4ccccc43)c2=O)cc1	6%	0%[57.5 µM]
O=C(CSc1nc2c([nH]c3ccccc32)c(=O)n1-c1ccc(F)cc1)N1CCCCC1	-13%	1%
CCOC(=O)c1cccc(NC(=O)C2COc3ccc(OC)cc3C2)c1 (centres undefined)	7%	9%
Cc1occc1C(=O)Nc1ccccc1Oc1ccccc1	-5%	0%
COc1ccc(NC(=O)c2c(NCc3ccc(N(C)C)cc3)sc3c2CCC3)cc1	198%[activator]	2%
Cc1nc(NCC(C)C)sc1C(=O)Nc1ccccc1	7%	-7%
CCOC(=O)c1ccc(Oc2coc3cc(OCc4ccccc4C)ccc3c2=O)cc1	0%	2%
COc1ccc(Cn2c(=O)c3ccccc3n3c(-c4cccc(OC)c4O)nnc23)cc1	-9%	6%
CN1C(=O)c2ccccc2Sc2ccc(NC(=O)c3ccc(C#N)cc3)cc21	-21%	-8%
Cc1ccc(C)c(NC(=O)c2nn(-c3ccccc3)c(=O)c3ccccc23)c1	-1%	1%
COC(=O)c1cc(OC(=O)Cc2cccc3ccccc23)cc(C(=O)OC)c1	-4%	-1%
CCCCCn1nc(C(=O)N2CCSCC2)c2ccccc2c1=O	-6%	1%
CCCC(=O)NCCNC(=O)CC1CCCCC1	1%	0%
Cc1ccc(-c2ccc(/C=C(\C#N)c3nc4ccccc4[nH]3)o2)c(Br)c1	5%	-3%
CCCCn1nnnc1CSc1nnc(-c2cccnc2)n1-c1ccc(C)cc1C	3%	-3%
Cc1ccc(-n2ncc3c(NCCCn4ccnc4)ncnc32)cc1	1%	39%[activator]
CCCc1nnc(SCC(=O)Nc2ccccc2Cl)n1-n1cccc1	5%	1%
COc1cc(NC(=O)CC2C(=O)N(c3cccc(C)c3)C(=O)N2Cc2cccs2)cc(OC)c1 (centres undefined)	13%	7%[57.5 µM]
CC(C)c1ccc(NC(=O)COC(=O)c2cc(=O)c3ccccc3o2)cc1	1%	2%
COc1cccc(NC(=O)CCc2ncc(-c3ccc(C)c(C)c3)o2)c1	-2%	0%
CCOc1ccc(CNC(=O)c2ccc3c(c2)c(C)c(C)n3Cc2ccc(Cl)cc2)cc1	?	46%[activator]
Cc1cc(C)c(NC(=O)c2ccc(CSc3ccc(Cl)cc3)cc2)c(C)c1	0%	-1%
Cc1cccc(C(=O)Nc2c(N3CCCC3)c3ccccc3oc2=O)c1	-7%	-2%
COc1cccc2cc(C(=O)N(C)CCOc3ccc(F)cc3)c(=O)oc12	1%	-2%

Further compounds.
SMILES	AID inhibitor	UDG counter
COc1ccc(OCCCNCCc2ccccc2)cc1	-4%	1%
Cc1nc(NC(=O)C(C)Sc2nnc(-c3ccccc3F)n2CC(C)C)sc1C (centres undefined)	-3%	4%
CN(CC(=O)Nc1ccccc1C(F)(F)F)C1CCc2ccccc21 (centres undefined)	-5%	1%
O=C(OC1CCCCC1=O)c1ccccc1I (centres undefined)	-1%	8%
Cc1ccc(C(=O)NCCc2ccccc2)cn1	-10%	-15%
Cc1cccc(C)c1OCC(=O)NCC1(N(C)C)CCCCC1	-14%	-11%
CCOc1ccccc1NC(=O)N1CC(C)Oc2ccc(Cl)cc21 (centres undefined)	?	-2%[57.5 µM]
CCCOC(=O)c1ccc(NC(=O)NC(c2ccccc2F)c2nccn2C)cc1 (centres undefined)	-3%	-1%
CCCOc1ccc(C2c3c(oc4ccccc4c3=O)C(=O)N2c2nnc(C(C)C)s2)cc1 (centres undefined)	34%[activator][57.5 µM]	-6%[57.5 µM]
CCOC(=O)Cc1c(C)nc2c(-c3ccc(OC)c(OC)c3)c(C)nn2c1C	-5%	7%
CCOc1ccc(CCNS(=O)(=O)c2c(C)nc3scc(C)n3c2=O)cc1OCC	-2%	6%
CC(C)CCNC(=O)CCCN1C(=O)c2ccccc2Sc2ncccc21	18%	7%
CCOC(=O)CSc1nc2ccccc2c(=O)n1-c1ccc(C(=O)NCCOC)cc1	11%	4%
Cc1ccc(S(=O)(=O)C(CNC(=O)c2c(F)cccc2F)c2ccco2)cc1 (centres undefined)	19%	-7%
Cc1cc(Br)ccc1NC(=O)c1ccc(=O)n(CCOc2ccccc2)n1	1%	1%
CC(Sc1nnc(COc2ccc(Cl)cc2)n1C)C(=O)c1ccc(Cl)cc1 (centres undefined)	-19%	-1%
NNC(=S)Nc1cccc(Br)c1	2%	-5%
CN1C(=O)C2(c3ccccc31)N(c1ccc(F)c(Cl)c1)C(=O)CS2(=O)=O (centres undefined)	14%	-1%
CC(=O)c1ccc(NC(=S)NCCSc2ccc(Cl)cc2)cc1	-3%	7%
CC(Oc1c(Cl)cccc1Cl)C(=O)NN (centres undefined)	14%	-4%
COc1cc(C)ccc1OCCOc1ccc(C)cc1I	-1%	0%
Oc1ccc(CCNC(=S)Nc2ccc(F)cc2)cc1	1%	-4%
CC1CCc2c(sc(NC(=O)c3cc(-c4ccc(F)cc4)on3)c2C(N)=O)C1 (centres undefined)	20%	11%
COc1cccc(-n2c(SCC(N)=O)nc3c(oc4ccccc43)c2=O)c1	-14%	3%
COC(=O)CC(N)c1ccccc1 (centres undefined)	-5%	-10%
CC1=C(c2ccccc2)Oc2ccccc2C1c1ccc(C)cc1 (centres undefined)	-10%	1%
COc1ccc2c(c1)NC(c1ccc(Cl)cc1)=NC(c1cccs1)=N2	-18%	0%
CSc1ccc(-c2nc3ncccn3c2Nc2ccc(C)c(C)c2)cc1	-1%	10%
COc1cccc(-n2ccnc2SCC(=O)Nc2ccc(Cl)c(Cl)c2)c1	-2%	-3%
COc1cccc(NC(=O)Cn2c(=O)n(-c3ccccc3)c(=O)c3c2c2cc(OC)ccc2n3C)c1	13%	-4%
Cc1ccccc1OCCSc1nnc(-c2cccs2)o1	?	-10%[57.5 µM]
Cc1cc(C)cc(OCC(=O)NCC(c2ccc(Cl)cc2)N2CCCCC2)c1 (centres undefined)	?	-11%
CC(C)c1ccc(NC(=O)CSc2nc3ncccc3[nH]2)cc1	0%	-1%
CCc1ccc2oc(C(=O)Nc3ccccc3C(=O)OC)cc(=O)c2c1	14%[57.5 µM]	0%[57.5 µM]
O=C(CCC1CCCC1)NC1CCCc2ccccc21 (centres undefined)	-7%	-4%
COCC(=O)Nc1ccc(-c2nc3ccccc3o2)cc1	-1%	2%

In the list so far, 2 have a CF3 group.
SMILES	AID inhibitor	UDG counter
CCCCCCCCOC(=O)/C(C#N)=C/c1ccc(-c2cccc(C(F)(F)F)c2)o1	1%	-8%
CN(CC(=O)Nc1ccccc1C(F)(F)F)C1CCc2ccccc21 (centres undefined)	-5%	1%

New compounds follow:
SMILES	AID inhibitor	UDG counter
CC(=O)Nc1nonc1-c1nnc(SCC(=O)Nc2ccc(C)cc2)n1-c1ccccc1	0%	6%
CCc1c(C(=O)Nc2ccccc2)csc1C	-9%	6%
CC(C)OCCCNC(=O)CC1CC2CCC1C2 (centres undefined)	-4%	-1%
COc1ccc(C2=NN(CC(=O)NCCc3ccc(OC)c(OC)c3)C(=O)CC2)cc1	5%	1%[57.5 µM]
O=C(OCC(=O)N1CCCC1=O)c1cc(-c2ccco2)nc2ccccc12	-16%	-5%
COc1ccc(-c2cc3ccc(OS(=O)(=O)c4ccc(F)cc4)cc3oc2=O)cc1OC	-1%	1%
CCCN(C(=O)c1coc(=O)c2ccccc12)c1ccccc1C	-4%	-1%
CCCCn1cnc2c1c(=O)n(CC(=O)Nc1c(CC)cccc1CC)c(=O)n2CCC	4%	6%
C(=N\N=C\c1c[nH]c2ccccc12)/c1c[nH]c2ccccc12	1%	-1%
Fc1ccc(N/N=C/c2ccccc2Br)c(F)c1	-4%	-7%
O=C(COC(=O)c1cc2ccccc2[nH]1)Nc1ccc2ccccc2c1	7%	3%
O=C(/C=C/c1cccs1)Oc1ccc(C(=O)c2ccccc2)cc1	-20%	-8%

The last 7 compounds of the section before are carried over, then new ones follow:
SMILES	AID inhibitor	UDG counter
COc1ccc(-c2cc3ccc(OS(=O)(=O)c4ccc(F)cc4)cc3oc2=O)cc1OC	-1%	1%
CCCN(C(=O)c1coc(=O)c2ccccc12)c1ccccc1C	-4%	-1%
CCCCn1cnc2c1c(=O)n(CC(=O)Nc1c(CC)cccc1CC)c(=O)n2CCC	4%	6%
C(=N\N=C\c1c[nH]c2ccccc12)/c1c[nH]c2ccccc12	1%	-1%
Fc1ccc(N/N=C/c2ccccc2Br)c(F)c1	-4%	-7%
O=C(COC(=O)c1cc2ccccc2[nH]1)Nc1ccc2ccccc2c1	7%	3%
O=C(/C=C/c1cccs1)Oc1ccc(C(=O)c2ccccc2)cc1	-20%	-8%
Cc1ccc(NC(=O)NCc2ccc3c(c2)CCN3C(=O)c2ccccc2)c(Cl)c1	29%	-2%
O=C(NCCCN1CCOCC1)c1csc(Nc2cccc3ccccc23)n1	-5%	-1%
COc1cccc(NC(=O)Nc2ccc3nc(N4CCOCC4)cc(C)c3c2)c1	-12%	-12%
CC(NC(=O)C(Cc1ccccc1)NC(=O)OC(C)(C)C)c1ccc(O)cc1 (centres undefined)	7%	-5%
CCCC(=O)N(c1ccc2oc(C)c(C(C)=O)c2c1)S(=O)(=O)c1ccc(C)cc1	6%	2%
Cc1cc(SCC(=O)NCc2ccccc2)nc(=O)[nH]1	-5%	-10%
